Assay outcomes as filed in PubChem BioAssay.
ATXN2 expr inh = reduces ATXN2 reporter expression in HEK-293 cells | HEK-293 ATXN2-luciferase reporter, luminescence, 24 h | Potency, µM (top dose mostly 57 µM), for the others: at the highest dose activity change, negative = inhibition, usual class: inhibitors | 360,000 compounds, 0.72% hits; note: % is set by controls: 0 for no effect and ±100 for the full control effect; nearly all actives have a fitted effect of over 55% in size
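qHTS (up to 57 uM final) was run with 24 h compound exposure of reporter cells at 37 °C. Each well was multiplexed: SteadyGlo luminescence measured ATXN2-luciferase expression after a fluorogenic Gly-Phe-AFC viability readout (25 uM final).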
HepG2 tox = kills HepG2 cells in TGF-b inhibitor counter-screen; 410,000 compounds, 0.76% hits; AID 588856; HepG2 CAGA-GFP viability, ATP luminescence, 18 h; Potency, µM (top dose mostly 46.1 µM), for the others: at the top dose activity change, negative = cytotoxicity, hits mostly cytotoxic; note: some results filed as inactive show a strong effect at the top dose
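HepG2 CAGA-GFP cells (1000/well, DMEM with 1% FBS) received compound, then TGF-beta at 500 pg/mL final, and were incubated 18 hours at 37 degrees C. Viability was read by CellTiter-Glo luminescence. Media-only wells were set as complete cell-killing and DMSO as no toxicity.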
S2 tox = viability counter-screen for ATXN expression inhibitors. S2 cells (HEK-293 line with an ATXN2-luciferase reporter) viability, CellTiter-Fluor protease fluorescence, 24 h. Potency, µM (titrated, usually from 56.7 µM), usual class: cytotoxic. 400,000 compounds, 0.49% hits. AID 651635; note: nearly all actives have a fitted effect of over 40% in size
TGFb SMAD3 inh = inhibitors of TGF-b signaling; 410,000 compounds, 1.2% hits; HepG2 CAGA-GFP TGF-b/SMAD3 reporter, GFP fluorescence, 18 h; TGF-beta stimulated, 500 pg/mL final; Potency, µM (titrated, usually from 46.1 µM), inactives show at the top dose activity, negative = inhibition, most hits filed as inhibitors; note: % is set by controls: 0 for no effect and ±100 for the full control effect; nearly all actives have a fitted effect of over 65% in size
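Using HEPG2 CAGA-GFP reporter cells at 1000 cells/well, we pinned test compounds, stimulated with recombinant TGF-beta (500 pg/mL final) and measured total well GFP after 18 h.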
EPAC2 antag = antagonists of human EPAC2 | EPAC2 GEF exchange of Rap1B-BODIPY-GDP, fluorescence | Potency, µM (highest dose often 114 µM), for inactives: at the top dose activity, negative = inhibition, actives largely listed as inhibitors | Q8WZA2 | 360,000 compounds, 0.18% hits; note: % is set by controls: 0 for no effect and ±100 for the full control effect; nearly all actives have a fitted effect of over 45% in size; many of its hits are not listed in these tables
Target sequence (Q8WZA2 whole entry, looked up): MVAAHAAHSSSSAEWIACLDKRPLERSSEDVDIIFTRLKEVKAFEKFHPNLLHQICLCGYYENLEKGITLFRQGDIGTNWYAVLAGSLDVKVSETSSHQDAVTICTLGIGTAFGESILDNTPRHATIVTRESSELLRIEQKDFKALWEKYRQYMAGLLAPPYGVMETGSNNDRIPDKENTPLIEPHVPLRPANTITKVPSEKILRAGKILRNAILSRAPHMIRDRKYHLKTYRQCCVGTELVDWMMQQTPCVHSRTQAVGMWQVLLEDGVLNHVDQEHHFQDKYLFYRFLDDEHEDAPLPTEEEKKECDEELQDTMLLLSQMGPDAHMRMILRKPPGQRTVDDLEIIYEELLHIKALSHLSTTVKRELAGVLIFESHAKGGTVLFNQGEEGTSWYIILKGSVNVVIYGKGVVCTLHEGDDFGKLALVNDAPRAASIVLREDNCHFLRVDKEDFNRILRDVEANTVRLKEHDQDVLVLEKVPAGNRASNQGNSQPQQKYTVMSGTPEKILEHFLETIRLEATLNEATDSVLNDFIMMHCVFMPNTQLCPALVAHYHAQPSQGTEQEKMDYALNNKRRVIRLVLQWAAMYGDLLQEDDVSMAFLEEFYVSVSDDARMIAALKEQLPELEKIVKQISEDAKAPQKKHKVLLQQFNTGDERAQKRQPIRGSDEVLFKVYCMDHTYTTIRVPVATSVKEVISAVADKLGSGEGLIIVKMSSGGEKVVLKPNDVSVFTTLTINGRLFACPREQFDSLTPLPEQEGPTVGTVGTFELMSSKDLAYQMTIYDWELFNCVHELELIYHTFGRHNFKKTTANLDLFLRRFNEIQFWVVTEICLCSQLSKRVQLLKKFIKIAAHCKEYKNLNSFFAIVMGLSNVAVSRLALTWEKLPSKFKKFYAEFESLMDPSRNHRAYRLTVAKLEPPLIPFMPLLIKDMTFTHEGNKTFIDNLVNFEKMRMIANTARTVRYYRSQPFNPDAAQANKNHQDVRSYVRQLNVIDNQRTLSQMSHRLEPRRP
MCF10A rereplic = DNA re-replication induction in MCF 10a cells | MCF 10A DNA re-replication, Hoechst nuclear intensity, 48 h | Potency, µM (top dose mostly 46.1 µM), for inactives: top-dose activity, positive = re-replication, usual class: activators | 350,000 compounds, 2.9% hits | AID 624296; note: % of control where 0% means no effect; nearly all actives have a fitted effect of over 50% in size
Nrf2 ARE act = activates Nrf2 signaling; AREc32 ARE-luciferase reporter (MCF7-derived line), luminescence, 24 h; Potency, µM (titrated, usually from 46.1 µM), for inactives: at the top dose activation, hits mostly activators; AID 624171; 410,000 compounds, 0.31% hits; note: % of control where 0% means no effect; nearly all actives have a fitted effect of over 65% in size
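Reporter line AREc32 (ARE-Fluc), seeded overnight in OPTI-MEM with 5% FBS; compound pin-transferred, 24 hr at 37 deg C, 5% CO2; luminescent read-out.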
Nrf2 inh = Nrf2 pathway inhibition. 360,000 compounds, 2.1% hits. AID 504444. A549 ARE-Fluc reporter, luciferase luminescence, 18-24 h. Potency, µM (series often up to 46 µM), for the others: at the top dose activity change, negative = inhibition, most hits filed as inhibitors; note: % is set by controls: 0 for no effect and ±100 for the full control effect; nearly all actives have a fitted effect of over 60% in size
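Reporter: ARE-Fluc in A549. Exposure: 18-24 h, 37 °C, 5% CO2, 5% FBS OPTI-MEM. Readouts: fluorescent cytotoxicity (CellTiter-Fluor), then luminescent Nrf2 signal after BugLite.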
A549 viability = A549 cytotoxicity, counter-screen for Nrf2 inhibitors. Potency, µM (doses to about 46 µM), for the others: at the highest dose activity change, negative = cytotoxicity, hits mostly inhibitors. A549 ARE-Fluc cells, CellTiter-Fluor viability, 18-24 h. 390,000 compounds, 0.16% hits; note: % is set by controls: 0 for no effect and ±100 for the full control effect
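Cytotoxicity counterscreen: CellTiter-Fluor fluorescence was measured in A549 ARE_Fluc cells after 18-24 h of compound exposure in a concentration series. The subsequent BugLite luminescent read reports ARE-luciferase activity.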
Starred values were filed as active, the others as inactive; i = inactive; ? = inconclusive; . = no result given; & = joins results of further samples. Calls come from the whole dose curve; as a rule, active = well fitted curve in the direction sought with a large enough effect; inconclusive = small, poorly fitted or top-dose-only effect, or another doubt; inactive = no such curve, though single readings can be large; an effect the other way counts as inactive or inconclusive. Potency is the fitted concentration of half-maximal effect. Some of the compounds tested; count on the stated rates, not on these rows.

SMILES | ATXN2 expr inh | HepG2 tox | S2 tox | TGFb SMAD3 inh | EPAC2 antag | MCF10A rereplic | Nrf2 ARE act | Nrf2 inh | A549 viability
COC(=O)CCCN1C(=O)NC(c2ccc(-c3ccccc3)cc2)C(C(=O)OCc2ccccc2)=C1C (centres undefined) | 1% | -18% | i | 0% | -16% | ? | 0.2% | 2% | 3%
Cc1cccc(-c2nnc(SCCC(=O)N3CCOCC3)o2)c1 | -20% | 3% | i | 0% | -13% | 1% | -1.8% | ? | 6%
CC(=O)N(C)c1nnc(-c2cnccn2)s1 | 10% | 23% | i | ? | -2% | -1% | -0.3% | 0% | -2%
O=C(COC(=O)Cn1cnc2ccccc2c1=O)NCC12CC3CC(CC(C3)C1)C2 | -4% | -16% | i | ? | 1% | 1% | 0.1% | -1% | 3%
CCOC(=O)c1sc2nc(C)n(N)c(=O)c2c1C | 17% | 12% | i | -1% | 12% | 10% | -0.5% | 11% | 2%
COc1cccc(C(O)c2nc(/C=C/c3ccccc3)cs2)c1 (centres undefined) | 8% | -16% | i | 17% | -12% | . | 3.2% | . | .
Cc1ccc(Cn2nnnc2CN2CCC(O)(c3ccccc3F)CC2)cc1 | -11% | -18% | i | -5% | -9% | ? | 0.3% | ? | -4%
COC(=O)c1ccc(CNC(=O)CCNC(=O)c2ccco2)cc1 | 8% | 1% | i | 6% | -8% | -2% | -1.3% | -9% | -10%
O=C(O)CNC(=S)N(Cc1ccc(F)cc1)C1CCCCC1 | -9% | 7% | i | -12% | -7% | 1% | 0.1% | -2% | 7%
CN1CCC(N2CCN(C3CN(CCc4ccccc4)S(=O)(=O)C3)CC2)CC1 (centres undefined) | 7% | -52% | i | 6% | 3% | . | -1.1% | . | .
CN1CCC(=O)N(CCSc2ccccc2)CC1 | 29% | -3%&4% | i | -22%&2% | 0% | ? | -0.9% | ? | 12%
O=C(COC(=O)c1ccc(Cl)cc1[N+](=O)[O-])NC(=O)c1ccccc1 | 0% | -3% | i | -1% | -9% | 6% | -0.2% | -10% | 0%
O=C(Nc1ccc(CN2CCOCC2)cc1)c1ccc(-c2cc(Cl)ccc2Cl)o1 | ? | -24% | ? | -24% | -4% | ? | -1.0% | ? | ?
CC1CCN(C(=O)C(C)c2ccc([N+](=O)[O-])cc2)CC1 (centres undefined) | -20% | -34% | i | ? | -3% | 0% | -0.3% | 0% | 0%
Cc1ccc(S(=O)(=O)N2CCN(Cc3nc4sc5c(c4c(=O)[nH]3)CCCC5)CC2)cc1 | -22% | 6% | i | 3% | 7% | 6% | -1.1% | -8% | 0%
Cc1c(NC(=O)CCC(=O)N2CCCCC2)c(=O)n(-c2ccccc2)n1C | -8% | -2% | i | 1% | 0% | -2% | -0.2% | . | 1%
CCC(=O)c1ccc(OCC(=O)Nc2ccc3c(c2)OCCO3)cc1 | 25% | -5% | i | 12% | -6% | 3% | 3.1% | ? | -2%
COc1ccc(Cl)cc1S(=O)(=O)N1CCC(O)(c2ccc(Cl)cc2)CC1 | . | -15% | i | ? | 2% | 3% | 0.4% | 5% | -2%
CC(Oc1ccc(Cl)cc1Cl)C(=O)N(Cc1ccco1)C1CCS(=O)(=O)C1 (centres undefined) | 4% | 8% | i | 0% | 7% | 4% | 2.7% | -1% | -7%
COc1ccc(CNC(=O)C2CCN(S(=O)(=O)c3c(C)noc3/C=C/N(C)C)CC2)cc1 | -9% | -10% | i | ? | -8% | ? | -0.5% | -5% | 5%
Cn1c(SCC(=O)Nc2ccc(N3CCOCC3)c(Cl)c2)nnc1C(O)c1ccccc1 (centres undefined) | 16% | -2% | i | -2% | 7% | 15% | -0.4% | 2% | -6%
Cn1c(=O)[nH]c(=O)c2c1nc(N1CCCCC1)n2CCCSc1nc2ccccc2s1 | -15% | -7% | i | -15% | -3% | ? | 0.2% | ? | 9%
CNC[C@@H](CC1CCCCC1)NC[C@H](CC(C)C)NCCc1cccc(C(F)(F)F)c1 | 14µM* | 10µM* | . | ? | 11% | 7.3µM* | -3.2% | ? | ?
CCNC(=O)C1(C)CCN(C(=O)c2ccc(OC)cc2OC)C1 (centres undefined) | 6% | -18% | i | 12% | 2% | . | -0.6% | . | .
COc1ccccc1C(=O)NC(C)C(c1cccs1)N1CCN(C)CC1 (centres undefined) | 0% | -13% | i | 9% | -4% | -9% | 0.2% | 4% | 10%

An excerpt of these results, with two lines to a compound.
Order of results: ATXN2 expr inh	HepG2 tox	S2 tox	TGFb SMAD3 inh	EPAC2 antag	MCF10A rereplic	Nrf2 ARE act	Nrf2 inh	A549 viability
COC(=O)CCCN1C(=O)NC(c2ccc(-c3ccccc3)cc2)C(C(=O)OCc2ccccc2)=C1C (centres undefined)
→ 1%	-18%	i	0%	-16%	?	0.2%	2%	3%
Cc1cccc(-c2nnc(SCCC(=O)N3CCOCC3)o2)c1
→ -20%	3%	i	0%	-13%	1%	-1.8%	?	6%
CC(=O)N(C)c1nnc(-c2cnccn2)s1
→ 10%	23%	i	?	-2%	-1%	-0.3%	0%	-2%
O=C(COC(=O)Cn1cnc2ccccc2c1=O)NCC12CC3CC(CC(C3)C1)C2
→ -4%	-16%	i	?	1%	1%	0.1%	-1%	3%
CCOC(=O)c1sc2nc(C)n(N)c(=O)c2c1C
→ 17%	12%	i	-1%	12%	10%	-0.5%	11%	2%
COc1cccc(C(O)c2nc(/C=C/c3ccccc3)cs2)c1 (centres undefined)
→ 8%	-16%	i	17%	-12%	.	3.2%	.	.
Cc1ccc(Cn2nnnc2CN2CCC(O)(c3ccccc3F)CC2)cc1
→ -11%	-18%	i	-5%	-9%	?	0.3%	?	-4%
COC(=O)c1ccc(CNC(=O)CCNC(=O)c2ccco2)cc1
→ 8%	1%	i	6%	-8%	-2%	-1.3%	-9%	-10%
O=C(O)CNC(=S)N(Cc1ccc(F)cc1)C1CCCCC1
→ -9%	7%	i	-12%	-7%	1%	0.1%	-2%	7%
CN1CCC(N2CCN(C3CN(CCc4ccccc4)S(=O)(=O)C3)CC2)CC1 (centres undefined)
→ 7%	-52%	i	6%	3%	.	-1.1%	.	.

Full records from above. Values in the order: ATXN2 expr inh, HepG2 tox, S2 tox, TGFb SMAD3 inh, EPAC2 antag, MCF10A rereplic, Nrf2 ARE act, Nrf2 inh, A549 viability
Cc1cccc(-c2nnc(SCCC(=O)N3CCOCC3)o2)c1 reads -20%, 3%, i, 0%, -13%, 1%, -1.8%, ?, 6%
Cn1c(=O)[nH]c(=O)c2c1nc(N1CCCCC1)n2CCCSc1nc2ccccc2s1 reads -15%, -7%, i, -15%, -3%, ?, 0.2%, ?, 9%

(cont.)
SMILES | ATXN2 expr inh | HepG2 tox | S2 tox | TGFb SMAD3 inh | EPAC2 antag | MCF10A rereplic | Nrf2 ARE act | Nrf2 inh | A549 viability
O=C(CNS(=O)(=O)c1ccc(Br)s1)N1CCN(c2ccccc2F)CC1 | 3% | -24% | i | -29% | . | . | 0.2% | ? | -2%
Cc1cc(C)c(NC(=O)Cn2ncc3ccccc32)c(C)c1 | 5% | 0% | i | -5% | -2% | -20% | -0.4% | 2% | 1%
CCn1c(C)nc2cc(S(N)(=O)=O)ccc21 | -14% | 4% | i | 2% | 1% | 13µM* | -0.2% | -9% | 3%
CNC(=O)c1nnn(Cc2ccccc2)c1NC(=O)C(F)(F)F | -7% | -17% | i | 19% | 2% | -1% | 0.3% | ? | -11%
C/C=C/C=C\C(=O)Nc1cccc(C2=NOC3(C2)C[C@H](C(N)=O)N(C(=O)/C=C/C)C3)c1 (some centres undefined) | -3% | -18% | i | 2% | 26% | ? | -0.5% | 13% | 3%
CCOc1ccc(-n2c(-c3ccc(OC)cc3)c[n+]3c2CCCCC3)cc1 | . | -2% | i | ? | 9% | -4% | 3.6% | 2.6µM* | ?
COc1ccc(CCCc2n[nH]c(=S)o2)cc1 | 0% | 4% | i | 0% | -1% | -21% | -0.6% | -2% | 0%
O=C(O)CSc1ccc(Oc2ccc(SCC(=O)O)cc2)cc1 | -13% | -11% | i | ? | -2% | 2% | 0.2% | -3% | -4%
COc1ccc(NC(=O)c2oc3c(c2C)-c2nn(Cc4ccccc4Cl)cc2CC3)cc1OC | . | -10% | . | ? | . | . | -0.9% | 26% | -1%
CN(C)CCCNC(=O)C(=O)Nc1cc2c3c(c1)CCC(=O)N3CCC2 | -13% | -9% | i | -17% | 0% | -27% | 2.4% | -12% | 4%
O=C(CCc1nnc2n(Cc3ccc(F)cc3)c(=O)c3ccccc3n12)NCCN1CCOCC1 | -7% | -13% | i | ? | 6% | 3% | 0.2% | -4% | 8%
Cc1cc(/C=N\NC(=O)CC(=O)NC2CCCCC2)c(C)n1-c1ccc(Cl)cc1 | -12% | -21% | i | ? | -3% | 20% | 0.8% | ? | -8%
Cc1cc(C)n(-c2cc(N3CCN(S(=O)(=O)c4ccc(Cl)cc4)CC3)ccc2[N+](=O)[O-])n1 | 2% | -23% | i | ? | 1% | 0% | 3.0% | -12% | -8%
Cc1ccc(Cl)cc1N1CCN(C(=O)COc2ccc3c(c2)CCC3)CC1 | -13% | -33% | i | ? | -6% | 13µM* | 2.6% | ? | -15%
COc1ccccc1NC(=O)c1nnn(Cc2ccccc2)c1NC(=O)C(F)(F)F | 19% | 7% | i | 6% | 3% | 15% | 2.0% | -16% | 0%
O=C(c1cccc(NS(=O)(=O)c2ccccc2)c1)N1CCN(c2ccccc2)CC1 | -5% | -8% | i | 2% | -7% | -27% | -0.4% | -3% | 0%
CC1Sc2ccc(S(=O)(=O)N3CCC(C(=O)NCc4ccc(Cl)cc4)CC3)cc2NC1=O (centres undefined) | -27% | 3% | i | ? | -10% | ? | 0.3% | ? | ?
CC(C)CC1NC(=O)c2cccnc2-n2c1nc1ccccc1c2=O (centres undefined) | 1% | -21% | i | 3% | 1% | . | 0.0% | . | .
CCN1CCc2nc(NC(=O)c3cc(F)c(F)cc3Cl)sc2C1 | 1% | -72% | i | 0% | -5% | 0% | 0.8% | 14% | 0%
N#Cc1cccc(C(Br)S(=O)(=O)c2ccccc2)c1 (centres undefined) | . | 10% | i | 5% | -14% | . | -0.8% | . | .
CCc1noc(C)c1C(=O)NCCc1ccc(F)cc1 | -4% | 6% | i | 5% | 0% | 6% | 0.8% | 2% | 4%
